# Screening results as filed in PubChem.
# OX1R antag-1 – antagonists of human orexin 1 receptor; O43613; CHO/OX1R cells, Fluo-8 calcium fluorescence, orexin A; inhibition, % at 5 µM; 330,000 tested, 0.43% active; AID 434989;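 active = inhibition above its plate's threshold, mean inhibition of all tested compounds on the plate plus 3 SD, cut at about 37% in these data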;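 note: 0% = orexin A challenge wells and 100% = SB-334867-A antagonist wells; not every result past the cut was called active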
# Target sequence (O43613 whole entry, looked up): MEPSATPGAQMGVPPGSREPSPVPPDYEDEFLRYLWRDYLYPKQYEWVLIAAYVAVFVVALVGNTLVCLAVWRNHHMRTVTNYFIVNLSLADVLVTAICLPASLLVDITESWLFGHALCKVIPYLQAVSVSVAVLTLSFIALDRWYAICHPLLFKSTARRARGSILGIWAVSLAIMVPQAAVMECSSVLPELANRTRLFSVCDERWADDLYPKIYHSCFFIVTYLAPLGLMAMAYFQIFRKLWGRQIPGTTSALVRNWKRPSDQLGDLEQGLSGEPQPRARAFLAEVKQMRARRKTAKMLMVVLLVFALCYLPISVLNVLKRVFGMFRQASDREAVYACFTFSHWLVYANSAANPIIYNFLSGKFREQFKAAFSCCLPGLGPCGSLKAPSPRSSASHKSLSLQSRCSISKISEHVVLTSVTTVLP
# OX1R antag-2 – OX1R (human) antagonism | OX1R-expressing cells, FRET antagonist read-out | O43613 | 330,000 tested, 1.8% active | inhibition, % at 6.6 µM | AID 485270; in the data active = inhibition mostly above about 38%, no sharp cut-off; inactive = mostly below about 40%;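 note: 0% = agonist challenge alone and 100% = reference antagonist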
# CHT allo act – allosterically activates the human high affinity choline transporter | Q9GZV3 | CHT-expressing cells, membrane potential dye, choline EC20; active compounds read high; LV-AA mutant CHT in HEK293 cells | B-score at 10 µM | 310,000 tested, 0.49% active | AID 488977;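 active = initial fluorescence not abnormally high and integrated response B-score, plate-corrected, over 3 SD above library mean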
# Target sequence (Q9GZV3 whole entry, looked up): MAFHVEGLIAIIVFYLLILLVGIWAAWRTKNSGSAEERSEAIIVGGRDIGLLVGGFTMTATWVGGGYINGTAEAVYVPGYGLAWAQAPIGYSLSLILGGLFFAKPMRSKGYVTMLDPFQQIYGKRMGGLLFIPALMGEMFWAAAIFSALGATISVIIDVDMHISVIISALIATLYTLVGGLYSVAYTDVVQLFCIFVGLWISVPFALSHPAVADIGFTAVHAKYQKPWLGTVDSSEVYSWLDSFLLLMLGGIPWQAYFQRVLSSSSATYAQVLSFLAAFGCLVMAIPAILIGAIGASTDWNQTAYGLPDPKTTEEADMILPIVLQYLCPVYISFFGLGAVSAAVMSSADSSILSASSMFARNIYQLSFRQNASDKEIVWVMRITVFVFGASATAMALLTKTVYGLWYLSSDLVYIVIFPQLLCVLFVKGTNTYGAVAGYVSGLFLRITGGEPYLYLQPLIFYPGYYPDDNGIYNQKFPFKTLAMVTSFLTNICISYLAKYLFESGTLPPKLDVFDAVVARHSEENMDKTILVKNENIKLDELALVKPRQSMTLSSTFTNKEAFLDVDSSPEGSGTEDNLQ
# An asterisk follows results filed as active; i = inactive; / = no result given. Compounds were not picked by outcome; about 2.5% have a hit in one of these screens.
# Each structure is followed by: OX1R antag-1	OX1R antag-2	CHT allo act
Cc1nc2ccc(NC(=S)NCCCO)cc2nc1C
→ -4.9	22.4	i
COC(=O)c1ccc(C(=O)OC)c(NC(=O)CN2CCN(c3ccccc3)CC2)c1
→ -18.2	16.5	i
COc1ccc(C2C(C(C)=O)=C(C)N=c3s/c(=C\c4ccc5c(c4)OCO5)c(=O)n32)c(OC)c1 (stereo unspecified)
→ -19.4	5.0	i
Cc1onc(C(=O)NC2CCCCC2)c1[N+](=O)[O-]
→ -13.3	7.1	i
COc1ccc(NC(=O)c2sc3ncnc(N4CCN(c5ccccn5)CC4)c3c2C)cc1Cl
→ 16.8	32.7	i
COC(C(=O)Nc1ccc(C(N)=O)cc1)c1ccccc1 (stereo unspecified)
→ 0.9	12.1	i
CC1Cc2ccccc2N1C(=O)CCS(=O)(=O)c1ccc2c(c1)NC(=O)CS2 (stereo unspecified)
→ -27.7	19.8	i
COC(=O)c1sccc1NC(=O)c1ccc(Br)s1
→ -4.5	16.7	i
O=C(NC(=S)NCc1ccccc1)c1ccccc1[N+](=O)[O-]
→ -18.9	42.7	i
Cc1[nH]c2ccccc2c1-c1csc(NC(=O)CSCC(=O)O)n1
→ -7.1	18.0	i
COc1ccc(CN2CCCC(C(=O)N3CCCCC3)C2)cc1OC (stereo unspecified)
→ -4.5	6.2	i
COc1ccc2c(c1OC)C(=O)OC2Nc1ccccn1 (stereo unspecified)
→ 6.3	8.8	i
O=C1C2CCCN2C(=O)N1CCN1CCN(c2ccccc2)CC1 (stereo unspecified)
→ 0.9	24.0	i
CCN(C(=O)Nc1ccccc1)c1ccccc1
→ -0.3	18.5	i
C#CCOCCOCCOCCNc1nc(N2CCN(C(=O)CCCCCCCCCCNC(=O)[C@@H](CCSC)n3cc(CCO)nn3)CC2)nc(N2CCN(C(=O)CCCCCCCCCCNC(=O)[C@@H]([C@H](C)O)n3cc(C)nn3)CC2)n1
→ 5.0	-10.2	i

# Additional results follow.
# Each structure is followed by: OX1R antag-1	OX1R antag-2	CHT allo act
O=C(NCC1CCCN1S(=O)(=O)c1cccs1)c1ccc(F)c(F)c1 (stereo unspecified)
→ -20.3	23.7	i
CC(OC(=O)c1ccc(Cl)c([N+](=O)[O-])c1)C(=O)N1CCN(Cc2ccccc2)CC1 (stereo unspecified)
→ -3.8	13.1	/
Cc1cccc2sc(N(CCCN(C)C)C(=O)c3cc4ccccc4oc3=O)nc12
→ -3.2	10.0	i
COc1ccc(/C=C2\CCc3ccccc3C2=O)cc1O
→ -7.4	3.8	i
COc1ccccc1NC(=O)C(C)OC(=O)CN1C(=O)C2CC=CCC2C1=O (stereo unspecified)
→ -19.2	16.2	i
CCN(C(=O)CSc1ncnc2sc(C)c(C)c12)C1CCS(=O)(=O)C1 (stereo unspecified)
→ -24.8	13.9	i
Cc1ccc(C(=O)N/C(=C\c2ccco2)C(=O)NC2CCS(=O)(=O)C2)cc1 (stereo unspecified)
→ -1.8	18.3	i
CC(C)(C)N/C=C(\C#N)S(=O)(=O)c1ccc(Br)cc1
→ -12.3	12.1	i
Cc1cccc(C(=O)Nc2nc(C)c(C(=O)Nc3ccc4c(c3)CCC4)s2)c1
→ -14.4	15.3	i
CC(C)(C)[C@H]1C=C(C(=O)NC2CC2)O[C@@H](OCCCCO)C1
→ -4.8	27.4	i
CNC(=O)c1ccccc1-c1cn(C)c2ccccc2c1=O
→ 14.4	19.3	i
CCOc1ccccc1Nc1nc(-c2sc(NC(=O)c3ccco3)nc2C)cs1
→ -25.1	18.7	i
COc1ccccc1C(=O)NC(=O)COC(=O)c1cc[n+]([O-])cc1
→ -1.9	4.2	i
Cc1ccccc1-c1nc(CN2CCC(C(=O)O)CC2)c(C)o1
→ -7.5	6.3	i
CC1(C2CC2)NC(=O)N(CC(=O)Nc2ccc(C(F)(F)F)cc2)C1=O (stereo unspecified)
→ -18.8	4.7	/

# The results go on:
# Each structure is followed by: OX1R antag-1	OX1R antag-2	CHT allo act
COc1cc(-c2nnc(COC(=O)c3nn(CC(C)C)c(=O)c4ccccc34)o2)cc(OC)c1OC
→ -25.0	5.1	i
COc1ccc(-c2cn(CCC(=O)O)c(-c3ccc(Cl)nc3)n2)cc1
→ -2.4	11.9	i
CC(C)=C1C2C=CC1C(C(=O)Nc1cccc(C)c1)C2C(=O)O (stereo unspecified)
→ 12.0	-0.9	i
O=C(C(=O)N1CCN(c2cccc(Cl)c2)CC1)c1c[nH]c2ccccc12
→ -20.1	8.6	i
COc1ccc(CCNC(=O)C(=O)NCC2OCCN2S(=O)(=O)c2ccc(OC)c(C)c2)cc1 (stereo unspecified)
→ -30.1	15.6	i
CCOC(=O)c1nn(-c2cccc(OC)c2)c(-c2ccccc2)c1C(=O)c1ccccc1
→ 1.5	55.5*	i
O=C(/C=C/Sc1ccccc1)c1ccccc1
→ -28.5	0.7	i
O=S(=O)(c1ccc2nc(COc3ccc(Cl)cc3Cl)[nH]c2c1)N1CCOCC1
→ 0.2	25.2	i
COc1cccc(-c2onc3ccc(C(=O)/C=C/N(C)C)cc23)c1
→ -12.5	8.4	i
CCOC(=O)C1=C(c2ccccc2)NC(N)=NC1c1ccc(OCc2ccc(C(=O)OC)cc2)cc1 (stereo unspecified)
→ -8.6	2.7	i
COc1ccc(CCC(C)NC(=O)CCc2ccccc2)c(OC)c1 (stereo unspecified)
→ -23.6	10.3	i
Cn1c(=NC(=O)c2ccco2)sc2ccccc21
→ -14.9	6.8	i
Cc1cc(C)c(-n2c(SCC(=O)N3CCOCC3)n[nH]c2=O)c(C)c1
→ -24.1	-4.9	i
CCCNC(=O)C1Cc2cc(S(=O)(=O)N3CCCC3)ccc2N1C(C)=O (stereo unspecified)
→ 8.5	8.0	i
O=c1[nH]c2ccccc2[nH]c1=O
→ -2.9	22.0	i

# More results.
# Each structure is followed by: OX1R antag-1	OX1R antag-2	CHT allo act
C#CCCOC(=O)N1C2=NC(C(=O)OC)=C(C(=O)OC)[C@@H]3N(CC=C)c4ccccc4[C@]23C[C@H]1C(=O)OC
→ -26.8	12.8	i
CCOc1ccc(S(=O)(=O)Nc2cccc(C(=O)NCC(c3ccccc3)N(C)C)c2)cc1 (stereo unspecified)
→ -23.1	27.0	i
O=C(Nc1cccc(Cl)c1Cl)C1CC(=O)N(c2ccc(Br)cc2)C1 (stereo unspecified)
→ -0.5	22.9	i
Cc1nnc(NC(=O)CCN2C(=O)/C(=C\c3ccccc3)SC2=S)s1
→ -11.8	2.3	i
O=C(CNS(=O)(=O)c1ccccc1)N1CCN(c2ccccc2)CC1
→ -18.5	4.2	i
NNC(=O)c1nc[nH]c1C(=O)Nc1ccccc1[N+](=O)[O-]
→ -19.6	33.5	i
N#Cc1c2n(c(=O)[nH]c1=O)CCCCC2
→ -4.4	11.6	i
O=S(=O)(c1cccc(C(F)(F)F)c1)N1CCN(c2nnnn2-c2ccccc2)CC1
→ -9.1	13.3	i
Cc1ccn2cc(-c3cccc(S(=O)(=O)N4CC(C)OC(C)C4)c3)nc2c1 (stereo unspecified)
→ -29.8	5.8	i
O=C(O)CCCCCCCCc1cn(Cc2ccc(C(=O)c3ccccc3)cc2)nn1
→ -16.6	20.0	i
O=[N+]([O-])c1cccnc1N1CCC(c2cc(-c3ccc(Cl)cc3Cl)n[nH]2)CC1
→ -30.8	12.6	i
O=c1c(-c2ccccc2)c(O)nc(SCCN2CCOCC2)n1-c1ccccc1
→ -2.9	8.5	i
CCOC(=O)c1sc(NC(=O)CCc2ccccc2)nc1C
→ -20.7	27.0	i
Cc1nc2ccc(S(=O)(=O)NCC(=O)N3CCc4ccccc43)cc2s1
→ -9.0	10.9	i
CCOc1ccc(N(C(=O)c2snc(C(N)=O)c2N)C(C(=O)NC2CCCC2)C(C)C)cc1 (stereo unspecified)
→ -40.4	25.1	i

# More compounds:
# Each structure is followed by: OX1R antag-1	OX1R antag-2	CHT allo act
CCOc1ccccc1NC(=O)N1CCC(c2nc3ccc(C)cc3[nH]2)CC1
→ -16.9	9.8	i
CCCN1CCN(C(c2cc3cc(OCC)ccc3[nH]c2=O)c2nnnn2C2CCCCC2)CC1 (stereo unspecified)
→ -19.0	15.2	i
Cc1ccc(-c2cc(C(=O)NCC(c3ccccc3)N(C)C)c3ccccc3n2)o1 (stereo unspecified)
→ -44.5	11.1	/
COc1ccc(C2C(C#N)=C(N)Oc3cc(O)ccc32)cc1C (stereo unspecified)
→ -2.0	10.1	i
CCC(=Nc1ccccc1O)C1=C(O)CC(c2ccccc2)CC1=O (stereo unspecified)
→ -15.8	33.4	i
CC(C)(C)NC(=O)NC(=O)COC(=O)CCC1CCCCC1
→ -7.7	13.2	i
CSc1nsc(SCC(=O)Nc2cccc(C(=O)O)c2)n1
→ 1.2	12.7	i
COc1ccc(/C=C/c2ccncc2)cc1
→ -13.8	23.5	i
O=C(OCC(=O)N1CCCC1)c1ccc(Cl)nc1
→ -6.9	-5.7	/
O=C(N/N=C/c1ccc([N+](=O)[O-])cc1)c1[nH]ncc1Br
→ -12.7	58.1*	i
COC(=O)c1cc(NC(=O)c2cccc(C(F)(F)F)c2)c(=O)oc1C/C=N/OCc1cccc(Cl)c1Cl
→ -17.1	18.5	i
COc1ccccc1NS(=O)(=O)c1cc(N)ccc1N1CCOCC1
→ 2.8	11.8	/
O=Cc1ccccc1OCc1ccc2c(c1)OCO2
→ 15.3	8.9	i
COC(=O)c1cnc(Oc2ccc(NC(=O)NC(=O)c3ccccc3Cl)cc2)cc1C(F)(F)F
→ -5.2	11.1	i
CSc1ccc(S(=O)(=O)Nc2ccc3c(c2)NC(=O)CC3)cc1
→ 1.2	27.0	i

# The final seven compounds of the part above lead into the next:
# Each structure is followed by: OX1R antag-1	OX1R antag-2	CHT allo act
O=C(OCC(=O)N1CCCC1)c1ccc(Cl)nc1
→ -6.9	-5.7	/
O=C(N/N=C/c1ccc([N+](=O)[O-])cc1)c1[nH]ncc1Br
→ -12.7	58.1*	i
COC(=O)c1cc(NC(=O)c2cccc(C(F)(F)F)c2)c(=O)oc1C/C=N/OCc1cccc(Cl)c1Cl
→ -17.1	18.5	i
COc1ccccc1NS(=O)(=O)c1cc(N)ccc1N1CCOCC1
→ 2.8	11.8	/
O=Cc1ccccc1OCc1ccc2c(c1)OCO2
→ 15.3	8.9	i
COC(=O)c1cnc(Oc2ccc(NC(=O)NC(=O)c3ccccc3Cl)cc2)cc1C(F)(F)F
→ -5.2	11.1	i
CSc1ccc(S(=O)(=O)Nc2ccc3c(c2)NC(=O)CC3)cc1
→ 1.2	27.0	i
Cc1ccc(S(=O)(=O)Nc2cc(C(=O)Nc3cc(C)cc(C)c3)ccc2Cl)cc1
→ -7.8	25.9	i
CC(NC(=O)CSc1nnc(COc2ccccc2)o1)c1ccccc1 (stereo unspecified)
→ -22.8	24.9	i
NNC(=O)C(Cc1cnc[nH]1)NC(=O)OCc1ccccc1 (stereo unspecified)
→ -18.2	3.0	i
CC(=O)Nc1cccc(NCC(=O)Nc2cc(S(=O)(=O)N3CCCCC3)ccc2Cl)c1
→ -5.3	3.8	/
COC(=O)c1cccc(NC(=O)CSc2nc(=O)cc(N)n2-c2ccccc2)c1
→ 0.3	1.5	i
Cc1cc(C(=O)OCC(=O)N2CCOCC2)c(C)n1-c1ccccc1
→ -19.2	1.7	/
O=C1CCSc2ccc(Cl)cc2N1Cc1ccc(Cl)cc1
→ -6.8	26.1	i
CCCCNC(=O)C1CCC(CNS(=O)(=O)c2ccc(NC(C)=O)cc2)CC1 (stereo unspecified)
→ -19.7	12.5	i
O=C(Cn1ncc2c1-c1ccccc1OC2)N1CCN(Cc2ccc3c(c2)OCO3)CC1
→ -26.3	10.7	i
C[C@H](CO)N1C[C@H](C)[C@@H](CN(C)C(=O)NC2CCCCC2)Oc2ccc(NC(=O)Nc3ccccc3)cc2C1=O
→ -5.1	4.7	/
COc1ccc(CCN2C(=O)C(C)=C(C)C2=O)cc1OC
→ -20.8	1.7	i
COCCNC(=O)c1c(N)n(-c2cccc(C)c2)c2nc3ccccc3nc12
→ -11.6	16.3	i
C[C@H](CO)N1C[C@H](C)[C@@H](CN(C)Cc2ccccc2)Oc2ccc(NC(=O)Cn3cnnn3)cc2C1=O
→ -5.7	0.1	/
Cc1[nH]nc2c1C(c1ccsc1)C(C#N)=C(N)O2 (stereo unspecified)
→ 0.0	4.4	i
COc1cccc(OCc2cc(C(=O)N(C)Cc3nc(C)cs3)no2)c1
→ -9.3	26.2	i

# New compounds follow:
# Each structure is followed by: OX1R antag-1	OX1R antag-2	CHT allo act
O=C(CCCC1=NS(=O)(=O)c2ccccc2N1)N1CCN(c2ccc(Cl)cc2)CC1
→ -32.0	19.4	i
O=c1c2c(-c3ccccc3)ccnc2[nH]n1-c1ccccc1
→ -27.4	28.4	i
O=c1[nH]c(=S)[nH]c2sccc12
→ -3.8	7.6	i
Cc1cccc(N2N=C(C(=O)Nc3ccc(Cl)c(S(=O)(=O)N4CCOCC4)c3)CCC2=O)c1
→ -18.2	4.9	/
COCCn1c(Cc2ccccc2)nnc1SCc1ccc([N+](=O)[O-])cc1
→ -12.7	19.0	i
COc1ccc(-c2nnc(SCC(=O)Nc3ncc(C)s3)n2-c2ccccc2)cc1OC
→ -35.6	37.4	i
CN(Cc1cccc(Cl)c1Cl)C(=O)c1ccc(NC(=O)CC#N)cc1
→ -1.9	-2.4	i
CN(Cc1c(C(=O)N(C)Cc2ccccc2)nc2ccccn12)CC1Cc2ccccc2O1 (stereo unspecified)
→ -39.2	28.0	i
CCn1c(=O)cc(OCC(=O)NCc2cccnc2)c2ccccc21
→ -0.9	-1.4	i
COc1cccc(-n2c(C)nc3c(cnn3-c3ccc(C)cc3)c2=O)c1
→ -4.7	18.2	i
O=C(NC(=S)N1CCCCC1CO)c1cccs1 (stereo unspecified)
→ -12.5	6.8	/
COc1ccccc1NC(=O)CCc1c(C)[nH]c(=O)c(C#N)c1C
→ -4.8	3.0	i
